From PubChem BioAssay
p53ts 39C kill: cytotoxicity in p53ts cells at nonpermissive temperature; 1.5% of 130,000 active; Potency, µM (titrated, usually from 46.1 µM), inactives show top-dose activity change, negative = cell killing, hits mostly cytotoxic; H1299-p53A138V viability at 39C, ATP luminescence, 24 h; note: nearly all actives have a fitted effect of over 55% in size
p53ts 32C tox: cytotoxicity in p53ts cells at permissive temperature. H1299-p53A138V at 32C, ATP luminescence viability, 24 h. Potency, µM (highest dose often 46.1 µM), for the others: top-dose activity change, negative = cytotoxicity, usual class: cytotoxic. 0.93% of 130,000 active. AID 924;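 note: 0% = DMSO and -100% = full killing by reference compound; nearly all actives have a fitted effect of over 55% in size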
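ATP-content luminescence (ATPlite) read-out after 24 h compound exposure at 32C in H1299-p53A138V cells (600/well). Tested up to 46 uM. Normalized to DMSO (0%) and 100 uM tamoxifen (100% killing); Hill-fit AC50.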
IkB signaling: inhibitors of IkB signaling in ABC-DLBCL cells; ABC-DLBCL IkBa-CBG/CBR dual luciferase ratio, 4 h; response scale: scaled: untreated 0%, proteasome inhibitor 100%; Potency, µM (highest dose often 57.1 µM), for the others: top-dose IkBa stabilization activation; 0.04% of 110,000 active; AID 445; active = well fitted curve in the direction sought with a large enough effect in the signal ratio, not every such curve was filed as active; inconclusive = small, poorly fitted or top-dose-only effect, or a change in a side signal; the % refers to the signal ratio;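 note: the direction sought is a rising ratio; 0% = basal untreated cells and 100% = reference inhibitor full response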
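In this assay, an IκBα–CBG68 fusion accumulates when IKK-driven degradation is blocked; native CBR normalizes for cell number. OCI-Ly3 cells were treated 4 h with compound and doxycycline, then green and red light read after Chroma-Glo addition.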
Peg3 imprint: induces erasure of genomic imprints in mouse ES cells. Potency, µM (series often up to 60.7 µM), inactives show at the highest dose activity change, positive = activation, most hits filed as activators. 0.02% of 110,000 active. mouse ES Peg3-LacZ reporter, beta-gal luminescence, 40 h;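 note: 0% = negative control wells on the plate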
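Imprint erasure is scored as LacZ activity from the silenced maternal Peg3 allele in feeder-free female ES cells cultured 40 h with LIF. Luminescence is normalized to in-plate negative controls and fitted to the Hill equation.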
* hit, by the source's call; ? = inconclusive; . = not tested or not shown; [ ] = another dose, or the depositor's remark. Unless noted, calls come from the whole dose curve; as a rule, active = well fitted curve in the direction sought with a large enough effect; inconclusive = small, poorly fitted or top-dose-only effect, or another doubt; inactive = no such curve, though single readings can be large; an effect the other way counts as inactive or inconclusive. Unless noted, % is set by controls: 0 for no effect and ±100 for the full control effect; potency is the fitted concentration of half-maximal effect.

Molecule	p53ts 32C tox	IkB signaling	Peg3 imprint	p53ts 39C kill
COc1ccccc1OCCOc1ccccc1/C=N/n1cnnc1	8%	.	.	2%
CCN(CCCNC(=O)CCCCn1c(=O)[nH]c2ccccc2c1=O)c1ccccc1	-3%	1.0%	-15%	-6%
CN(c1ccccc1)S(=O)(=O)c1nnc(NC(=O)c2cccs2)s1	-2%	-2.0%	-21%[10.9 µM]	-18%
COc1ccccc1-n1c(CNC(=O)c2ccco2)nnc1SCC(=O)Nc1ccc(F)cc1	15%	?	?	0%
CCSc1nnc2n(-c3cccc(C)c3)c(=O)c3c4c(sc3n12)CCCC4	5%	?	-10%[10.9 µM]	9%
Clc1ccccc1-c1nc(-c2ccccc2)n[nH]1	?	0.5%	-61%[inhibitor]	?
CCCCC(SCC(=O)Nc1ccccc1)C(=O)O (stereo not drawn)	3%	3.5%	5%	-1%
CC1=C(C#N)C(C(F)(F)F)(C(F)(F)F)N=C(c2ccco2)N1	1%	1.6%	-26%	14%
O=C(Nc1ccccc1C(=O)O)c1ccc2ccccc2n1	?	.	.	?
COc1cc(S(=O)(=O)N(Cc2cccnc2)Cc2ccco2)ccc1-n1cnnn1	7%	2.1%	-9%	19%
O=C(c1cccc2ccccc12)N1CCN(CC2CC=CCC2)CC1 (stereo not drawn)	31%[activator]	?	-11%	-10%
CCN1CCCC1CNC(=O)CSc1cc(=O)n(C)c2cc(Cl)ccc12 (stereo not drawn)	-7%	2.0%	-11%	1%
CC(=O)Nc1ccc(S(=O)(=O)N2CCC(NC(=O)C(Cc3cccn3C)NC(C)=O)CC2)cc1 (stereo not drawn)	-4%	-1.4%	-2%	5%
O=C(CCn1c2c(c3ccccc31)CCCC2)NNC(=O)c1ccc(Cl)c([N+](=O)[O-])c1	-3%	.	.	-1%
Cc1ccc(NC(=O)Cn2c(=O)c3cc(Cl)ccc3n3nncc23)cc1	12%	-0.2%	2%[10.9 µM]	5%
O=C(CCN1C(=O)CSC1=O)Nc1ccc(Br)cc1	7%	.	.	-7%
O=C(O)c1ccc(NS(=O)(=O)/C=C/c2ccccc2)cc1O	10%	8.1%	-2%	14%
O=C(O)c1ccc(NCc2nc3cc4ccccc4cc3[nH]2)cc1	-9%[9.22 µM]	5.3%[11.4 µM]	-5%[10.9 µM]	7%[9.22 µM]
C1CCC(OCCN2CCN(CCOC3CCCCC3)CC2)CC1	-4%	2.3%	0%	-4%
Cc1cc(NC(=O)CCC2CCCC2)no1	-7%	-1.8%	4%	-14%
CCCCCCN(CCCCCC)C(=O)Cc1c(-c2ccc(Cl)cc2)[nH]c2ccc(Cl)cc12	-2%	1.1%	-5%	8%
CC(C)(C)NC(=O)N1CCC(C(=O)O)CC1	2%	?	-13%[10.9 µM]	54%
FC(F)(F)c1ccccc1-c1nccc(NCc2cccs2)n1	2%	4.0%[11.4 µM]	?	-19%
O=C(O)COc1ccc(Cl)cc1CO	1%	-0.6%	0%	5%
O=C(c1cc2ccccn2n1)N1CCCC1	-2%	4.4%	-11%	-3%

(more compounds)
Molecule	p53ts 32C tox	IkB signaling	Peg3 imprint	p53ts 39C kill
CCC(=O)Nc1cccc(NC(=O)CSc2nnc(C(C)C)n2CC)c1	14%	6.5%	-19%	9%
CSc1ncc(Cl)c(C(=O)N(Cc2ccc(C)cc2)C2CCS(=O)(=O)C2)n1 (stereo not drawn)	-1%	-0.8%	23%[10.9 µM]	-3%
CCn1nnnc1SCC(=O)Nc1ccc(OCc2ccccc2)cc1	9%	-3.7%	-17%	0%
Oc1ccccc1C1=Nc2nc3ccccc3n2C(c2ccccc2)C1 (stereo not drawn)	?	?	-73%[inhibitor]	-25%
CCc1ccc(NC(=O)CCn2c(=O)oc3ccccc32)cc1	-10%	-1.1%	-13%	2%
CC(=O)N=c1sc(C(C)(C)C)c(C)n1C	-2%	2.3%	?	-9%
CC(=O)c1ccc(NC(=O)c2cc(S(=O)(=O)N3CCCCCC3)cn2C)cc1	-10%	-0.4%	8%[10.9 µM]	2%
COc1cccc(CNC(=O)C2CCC(CNS(=O)(=O)c3ccc4c(c3)CCCC(=O)N4)CC2)c1 (stereo not drawn)	-10%	?	-8%[10.9 µM]	-6%
COc1cc(C2CC(=O)c3cnc(NC(=O)COc4ccccc4)nc3C2)cc(OC)c1OC (stereo not drawn)	4%	0.0%	9%	7%
COc1ccc(CCCc2nnc(SCC(=O)Nc3ccc(C)cc3)o2)cc1	-5%	4.3%	-14%[10.9 µM]	7%
COc1ccccc1CN1CCC2(CC1)CCN(S(C)(=O)=O)CC2	0%	0.4%[11.4 µM]	.	3%
Nc1c(C(=O)c2ccc(F)cc2)sc(Nc2ccccc2F)c1S(=O)(=O)c1ccc(Br)cc1	12%	1.0%	-11%[10.9 µM]	-5%
CCOC(=O)CNC(=O)CSc1ncnc2c1cnn2Cc1ccccc1	-2%	1.8%	-45%[inhibitor]	57%[activator]
COc1ccc(N2CCN(c3oc(-c4ccc(COc5cccc(C)c5)o4)nc3C#N)CC2)cc1	3%	1.1%	-21%[10.9 µM]	7%
COc1ccc(-n2c(=O)c(CCc3ccccc3)nc3cncnc32)cc1	15%	0.8%[11.4 µM]	-2%	3%
CCOC(=O)c1ccc2nc(NC(=O)c3cccs3)sc2c1	?	?	-64%[inhibitor]	?
Cn1c(=O)c2cc(S(=O)(=O)NC(C(=O)NCc3cccnc3)c3ccccc3)ccc2n(C)c1=O (stereo not drawn)	10%	-2.5%	-5%	4%
Cc1ccc(NC(=O)c2cnc(SCC(=O)N3CCCc4ccccc43)n(C)c2=O)cc1	-7%	?	-18%[10.9 µM]	-13%
Cc1ccc(-n2ncc(C(=O)Nc3ccc4c(c3)OCO4)c2C2CCN(C(=O)OC(C)(C)C)CC2)c(C)c1	-4%	8.2%	-5%[10.9 µM]	-20%
O=S(=O)(NC1CC2CCC1C2)c1ccc(Br)s1 (stereo not drawn)	-1%	4.7%	-19%	9%
Cc1ccc2c(c1)-c1c(ssc1=S)C(C)(C)N2C(=O)CSc1nncn1C	48%[activator]	0.8%	-1%	9%
O=C(CSCc1cc(=O)c2cc(F)ccc2[nH]1)Nc1ccccc1Cl	-5%	0.2%	9%[10.9 µM]	-8%
O=C(NCc1ccco1)c1cnn2c1NC(c1ccc(Br)cc1)CC2C(F)(F)F (stereo not drawn)	6%	?	-2%	13%
Cc1ccccc1Cn1c2ccccc2c2cnn(CC(=O)NCCc3ccccc3)c(=O)c21	-25%	-0.1%	-12%[10.9 µM]	?
CCN1CCN(C(=O)C2CC(c3ccc(F)cc3)=NO2)CC1 (stereo not drawn)	1%	-2.2%	-13%	-2%

The list continues.
Molecule	p53ts 32C tox	IkB signaling	Peg3 imprint	p53ts 39C kill
COc1ccc(OC)c(S(=O)(=O)N2CCN(C)CC2)c1	-7%	-1.0%	1%	11%
Cc1ccc(C)c(SCC(=O)Nc2nnc(-c3ccccc3)o2)c1	-14%	?	-12%	?
Cc1ccc2c(c1)c1c(c(=O)n(-c3cccc(Cl)c3)c(=O)n1C)n2C	0%	?	22%[10.9 µM]	-8%
CCOC(=O)c1ccc(NC2=CC(c3ccc(OCC)cc3)N(c3ccc(C(=O)OCC)cc3)C2=O)cc1 (stereo not drawn)	-8%	1.1%	13%[10.9 µM]	-1%
Cc1ccc(-c2csc(/C(C#N)=C/c3ccccc3Cl)n2)cc1	-4%	-0.6%	-3%[10.9 µM]	1%
CN1CCN(C(=O)c2ccc(COc3ccc(Cl)cc3Cl)cc2)CC1	-12%	-1.1%	-16%	-16%
COc1ccc(C2C(C(C)=O)=C(C)Nc3ncnn32)cc1OC (stereo not drawn)	12%	2.2%	7%	9%
Cc1cccc(CN2C(=O)c3ccccc3Sc3ccc(C(=O)NCCCN4CCOCC4)cc32)c1	10%	?	-9%[10.9 µM]	?
CCOCCn1c(=NC(=O)c2ccc3c(c2)OCCO3)sc2cc(OCC)ccc21	5%	?	6%[10.9 µM]	11%
C=Cc1ccc(Cn2c(C)c(CNCc3ccc(SC)cc3)c(C(=O)O)c2C)cc1	0%	4.8%	-7%[10.9 µM]	-5%
COc1cccc(Cn2c(=O)cnc3cnc(Oc4ccccc4)nc32)c1	6%	-0.6%[11.4 µM]	-7%	-3%
CCc1ccc(NC(=O)Cn2c(=O)n(CC3CCCO3)c(=O)c3cc(OC)c(OC)cc32)cc1 (stereo not drawn)	6%	?	5%[10.9 µM]	?
COc1ccc(Br)cc1CNC(=O)Cn1nc(C)n2c(cc3cc(F)ccc32)c1=O	3%	1.0%	-7%[10.9 µM]	-18%
COc1ccccc1OCc1nc2ccccc2[nH]1	-28%	?	-60%[inhibitor]	-27%
COc1ccc(OC)c(C(=O)CSc2nnc(-c3cccs3)o2)c1	-13%	1.0%	12%	-10%
Cc1ccc(S(=O)(=O)N2CCOCC2)cc1C(=O)NCc1ccco1	3%	2.0%	-7%	-2%
COc1ccc(NC(C)=O)cc1NC(=O)CN1CCN(C2c3ccccc3-c3ccccc32)CC1	-5%	-1.3%	-13%	?
N#Cc1ccc(CSc2nnc(NC(=O)CN3C(=O)C4CC=CCC4C3=O)s2)cc1 (stereo not drawn)	4%	1.1%	-5%	5%
O=C(Nc1ccccn1)N1CCOCC1	-8%	0.2%	-11%	-5%
CCCSc1oc(-c2ccco2)nc1S(=O)(=O)c1ccccc1	10%	2.2%	-17%	8%
COC(=O)c1nnn(CC(=O)NC(=O)Nc2c(C)cccc2C)c1C(=O)OC	4%	0.7%	-7%[10.9 µM]	13%
CC(=O)c1cnc(Nc2nc(C)c3ccccc3n2)nc1C	4%	-1.1%	10%	6%
O=C1CN(c2ccccc2Cl)C(=O)CN1c1ccccc1Cl	-6%	0.0%	1%	0%
CO[C@@H]1/C=C\CC(=O)N[C@@H](C)C(=O)OC[C@@H](OC)[C@H](C)/C=C\CC(=O)OC[C@H]1C	-2%[9.22 µM]	.	.	3%[9.22 µM]
Cc1noc(/C=C/N(C)C)c1S(=O)(=O)N1CCCC(C(=O)NCCC2=CCCCC2)C1 (stereo not drawn)	30%[activator]	1.2%	-5%	29%

Limited to p53ts 39C kill and Peg3 imprint, for some of the entries so far:
| SMILES | p53ts 39C kill | Peg3 imprint |
| --- | --- | --- |
| CN1CCN(C(=O)c2ccc(COc3ccc(Cl)cc3Cl)cc2)CC1 | -16% | -16% |
| COc1ccc(C2C(C(C)=O)=C(C)Nc3ncnn32)cc1OC (stereo not drawn) | 9% | 7% |
| Cc1cccc(CN2C(=O)c3ccccc3Sc3ccc(C(=O)NCCCN4CCOCC4)cc32)c1 | ? | -9%[10.9 µM] |
| CCOCCn1c(=NC(=O)c2ccc3c(c2)OCCO3)sc2cc(OCC)ccc21 | 11% | 6%[10.9 µM] |
| C=Cc1ccc(Cn2c(C)c(CNCc3ccc(SC)cc3)c(C(=O)O)c2C)cc1 | -5% | -7%[10.9 µM] |

Other compounds
Molecule	p53ts 32C tox	IkB signaling	Peg3 imprint	p53ts 39C kill
Cn1c(=O)c(=O)n(C)c2cc(N3CCOCC3)c(NS(=O)(=O)c3ccc(F)c(Cl)c3)cc21	4%	0.3%	-11%[10.9 µM]	-13%
CCOc1ccc(C(=O)OCc2cc(=O)n3nc(C4CC4)sc3n2)cc1	3%	-0.6%	6%[10.9 µM]	-8%
Cc1ccc(C)c(CSc2nc3ccncc3n2CC(=O)Nc2ccc(N(C)C)cc2)c1	-2%	?	9%[10.9 µM]	?
O=C1c2ccncc2C(=O)N1CO	-2%	-1.0%	-4%	9%
O=P1(O)C=C(c2ccccc2)NC(c2ccccc2)=C1	3%	0.1%	-4%	-3%
O=C(O)CCCC(=O)Nc1cccc(C(F)(F)F)c1	-1%	0.4%	0%	1%
CCN(CC)c1ccc(C(=O)N2CCC(c3c[nH]c4ccccc34)(c3c[nH]c4ccccc34)CC2)cc1	20%	3.5%	6%[10.9 µM]	-14%
Cc1ccc(C)c(N2CCN(C(c3ccc(N(C)C)cc3)c3nnnn3C(C)(C)C)CC2)c1 (stereo not drawn)	-2%	.	.	-8%
Cc1ccc(-c2noc(CNCCCN(C)C)n2)cc1	-1%	-0.7%	-15%	4%
